# Smad3 inh = Smad3 (human) transcription factor binding inhibition. P84022. TR-FRET Smad3/Dy647-FoxH1 peptide binding, europium anti-His. inhibition, % at 25 µM. 88,000 tested, 0.29% active;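 active means compounds that reduce the energy-transfer binding signal between the protein and its labelled peptide by more than half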;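 further: 0% = Smad3 plus labelled peptide maximal FRET and 100% = peptide-only background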
# Target sequence (P84022 whole entry, looked up): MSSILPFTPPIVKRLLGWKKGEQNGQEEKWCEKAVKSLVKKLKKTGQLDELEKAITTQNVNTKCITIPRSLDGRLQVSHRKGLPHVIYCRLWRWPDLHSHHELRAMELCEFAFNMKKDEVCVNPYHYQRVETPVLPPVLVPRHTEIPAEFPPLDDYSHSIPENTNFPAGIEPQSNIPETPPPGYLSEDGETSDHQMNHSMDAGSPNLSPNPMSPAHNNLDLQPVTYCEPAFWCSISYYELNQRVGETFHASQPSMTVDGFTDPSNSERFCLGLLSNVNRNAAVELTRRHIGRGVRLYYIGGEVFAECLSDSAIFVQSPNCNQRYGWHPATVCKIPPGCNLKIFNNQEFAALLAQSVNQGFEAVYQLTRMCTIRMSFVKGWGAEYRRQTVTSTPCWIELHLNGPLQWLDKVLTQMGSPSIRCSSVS
# Candida biofilm = kills Candida albicans biofilms; inhibition, % at 6 µM; 85,000 tested, 0.14% active; AID 834; C. albicans biofilm + clotrimazole, Alamar Blue;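 active means inhibition above 20%; inactive means inhibition below 20%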;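 further: preformed 24 hr biofilms exposed to compound for 48 hr; 0% = biofilm without compound and 100% = blank killed by clotrimazole plus chlorhexidine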
# H69AR growth 86K = blocks growth of human H69AR lung tumor cells | H69AR lung tumor viability, ATP luminescence, 72 h; stronger effect = lower value | viability, % at 10 µM | 85,000 tested, 6% active | AID 598;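 active means viability at or below 40%; inactive means viability above 40%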;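 further: multidrug resistant small cell line overexpressing MRP-1 efflux transporter; 100% = mean luminescence of untreated control wells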
# HUVEC inhibit = blocks proliferation of human endothelial cells | HUVEC proliferation, CellTiter-Glo luminescence, 72 h; stronger effect = lower value | viability, % at 10 µM (by protocol) | 86,000 tested, 1.1% active | AID 648;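 active means viability at or below 30%; inactive means viability above 30%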;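 further: 100% = median luminescence of DMSO-only cell control wells on each plate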
# ERa SRC1 pot = enhances coactivator binding to human estrogen receptor alpha; P03372; TR-FRET ERalpha-LBD/SRC-Cy5 coactivator binding, 2 h; 100 = basal binding, no effect; coactivator binding (% of control), % at 25.6 µM; 86,000 tested, 1.3% active; AID 639; in the data active means activity above about 200%;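 further: binding measured in presence of low estradiol as agonist stimulus; 0% = peptide alone without receptor and 100% = receptor with peptide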
# ERb coact inh = blocks coactivator binding to human estrogen receptor beta. Q92731. TR-FRET ER-beta LBD / SRC1-Cy5 peptide binding; receptor agonist-loaded with 1 µM estradiol. inhibition, % at 25.6 µM. 86,000 tested, 1.3% active. AID 633;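 active means compounds whose percent inhibition of the receptor-coactivator binding signal exceeds about 50% in the single-dose screen, limit read from the data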;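 further: 0% = receptor plus peptide wells without compound and 100% = peptide-only wells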
# ERa SRC1 inh = ER-alpha (human) coactivator binding inhibition; inhibition, % at 25.6 µM; TR-FRET ER-alpha LBD / SRC-1 peptide, estradiol-bound; 86,000 tested, 1.7% active; P03372; in the data active means inhibition above about 50%;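 further: 0% = receptor plus peptide control and 100% = peptide only without receptor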
# sEH act = activators of human soluble epoxide hydrolase | P34913 | 91,000 tested, 0.04% active | activation, % at 2 µM | AID 717 | purified human sEH enzymatic activity, activator screen; in the data active means activation above about 37%; further: values of inactives mirror those of a sister screen read the other way
# Target sequence (P34913 whole entry, looked up): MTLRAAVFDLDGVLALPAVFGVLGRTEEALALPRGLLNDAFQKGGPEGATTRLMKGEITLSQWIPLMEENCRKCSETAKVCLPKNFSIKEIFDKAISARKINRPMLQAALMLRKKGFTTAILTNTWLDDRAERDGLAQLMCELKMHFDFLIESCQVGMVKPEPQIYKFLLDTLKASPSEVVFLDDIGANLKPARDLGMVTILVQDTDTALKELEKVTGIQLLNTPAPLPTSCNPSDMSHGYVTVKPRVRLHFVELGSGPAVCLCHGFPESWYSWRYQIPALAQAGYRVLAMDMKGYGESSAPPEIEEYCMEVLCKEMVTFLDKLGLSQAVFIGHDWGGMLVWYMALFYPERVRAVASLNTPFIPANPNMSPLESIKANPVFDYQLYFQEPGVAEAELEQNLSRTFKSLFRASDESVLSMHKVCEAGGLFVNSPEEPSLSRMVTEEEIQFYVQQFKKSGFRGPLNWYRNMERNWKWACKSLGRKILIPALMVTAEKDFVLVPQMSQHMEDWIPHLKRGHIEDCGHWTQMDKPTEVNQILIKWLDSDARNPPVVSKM
# Fibroblast inh = blocks proliferation of human lung fibroblasts; viability, % at 10 µM; LL 47 human lung fibroblast viability, ATP luminescence; stronger effect = lower value; 85,000 tested, 1.1% active;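 active means viability at or below 50% in the single dose screen; inactive means viability above 50%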;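 further: compound exposure lasted 72 h before the ATP readout; 100% = median luminescence of untreated cell-only wells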
#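 material = human LL 47 lung fibroblast cells | dosing = compounds added from tenfold dosing solution, 0.1% DMSO final | timing = overnight cell rest, 72 h compound treatment at 37 °C | measured by = CellTiter-Glo luminescence measuring cellular ATP | evaluation = % viability versus median cells-only luminescence | control set = cell-only wells, no compound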
# Starred values were filed as active, the others as inactive; nt = not tested or not shown; [ ] = remark or other dose. An excerpt (hit frequency here may not be typical).
SMILES,Smad3 inh,Candida biofilm,H69AR growth 86K,HUVEC inhibit,ERa SRC1 pot,ERb coact inh,ERa SRC1 inh,sEH act,Fibroblast inh
O=C(O)C1CCCCC1C(=O)NCCCCc1ccccc1 (stereo not drawn),4,1,97,95,115[fluorescence artefact?],-3,8,-12,100
COC(=O)c1ccccc1Sc1c(/C=N/OCc2ccc(Cl)cc2)c(C(F)(F)F)nn1C,1,-2,79,81,83,-1,-4,0,93
CCc1c(C)nc(N2CCOCC2)[nH]c1=O,-1,6,nt,85,106,-5,-2,7,95
Cc1cc(C)nc(SCSc2nc(C)cc(C)n2)n1,-4,nt,91,95,122,-1,-3,nt,95
Cn1c(=O)cc(SCC(=O)NCCN2CCN(c3ccccc3F)CC2)c2cc(Cl)ccc21,37[fluorescence artefact?],9,67,73,92,-8,5,-21,94
CCCCNC(=O)c1c(N)n(/N=C/c2cccnc2)c2nc3ccccc3nc12,0,6,86,105,89,15,30,nt,98
COc1ccc(OCc2nn3c(Cn4cnc5ccccc54)nnc3s2)cc1,9,8,105,90,92,19,28,nt,101
O=C(Nc1ccc(-c2nnco2)cc1)c1ccccc1,6,0,99,101,105,5,11,0,105
O=C(CSc1nnc(-c2ccc(Cl)cc2Cl)n1C1CCCCC1)NC1CCS(=O)(=O)C1 (stereo not drawn),1,6,91,93,113,-8,10,-11,98
CCn1c(CNc2ccc(F)cc2)nnc1SCCN1CCCCC1,-5,-2,98,94,104,-2[fluorescence artefact?],-6,14,100
Cc1c(C(=O)N2CCCC2)sc(NC(=O)c2cccs2)c1C#N,-22,9,95,104,103,3,-9,12,101
Fc1ccccc1-c1nc(N2CCCCC2)c2ccccc2n1,5,-4,68,96,78,-8,-6,nt,89
O=C(c1ccc(C#CC2(O)CCCCC2)cc1)N1CCN(C(c2ccccc2)c2ccccc2)CC1,7,7,34*,85,93,2,-5,0,100
Cc1nc(N2C(=O)C(=O)/C(=C(/O)c3ccccc3)C2c2ccco2)sc1C (stereo not drawn),5[fluorescence artefact?],5,87,92,107[fluorescence artefact?],23,12,-2,106
CCOC(=O)C(C)Oc1ccc(C2NC(=O)NC(C)=C2C(C)=O)cc1Br (stereo not drawn),-6,14,90,76,96,-3,-1,-9,90
CCOC(=O)CCn1c2nc(C)cc(C)c2c(=O)n1-c1ccccc1,3,4,82,107,122,-6[fluorescence artefact?],-6,3,94
CCOC(=O)N1CCN(C(=O)CCn2nc(-c3ccccc3)ccc2=O)CC1,12,6,84,89,121,5[fluorescence artefact?],10,-9,106
O=C1CC(N2CCCc3ccccc32)C(=O)N1c1ccccc1 (stereo not drawn),0,7,103,99,100[fluorescence artefact?],-3,-4,11,105
CC(=O)c1coc2ccc(OCC(=O)O)cc12,-8,6,60,81,83,16,5,-4,91
O=C(c1cnccn1)N1CCN(C/C=C/c2ccccc2)CC1,-1,4,89,96,94,-3,0,-16,94
O=C(c1ccc(S(=O)(=O)N2CCOCC2)cc1)N(c1ccc(F)cc1)C1C=CS(=O)(=O)C1 (stereo not drawn),7,7,98,106,94,3,-2,23,107
CCCc1cc(C(=O)Nc2sc3c(c2C#N)CCC3)no1,-1,-5,73,63,67[fluorescence artefact?],26[fluorescence artefact?],-3[fluorescence artefact?],7,106
Cn1c(SCCOc2ccc(Cl)cc2)nnc1-c1ccncc1,0,5,90,104,96,2[fluorescence artefact?],3[fluorescence artefact?],-5,96
Cc1ccc(-c2ccc(S(=O)(=O)N3CCN(C)CC3)cc2)cc1,10,5,94,105,118,0,0,nt,108
O=C(c1cc(=O)c2ccccc2o1)N1CCCc2ccccc21,-3,9,98,93,98[fluorescence artefact?],3,-5,3,94
COc1ccc(CCNC(=O)c2cnc3scc(C)n3c2=O)cc1OC,14,2,78,87,123,1,4,1,98
CCCCn1c(SCn2nnc3ccccc3c2=O)nc2cc(C(=O)OC)ccc2c1=O,5,1,93,93,94,-6,3,nt,93
CCNc1nc(NC#N)nc(SCC(=O)OCC)n1,1,7,111,98,105,9,-4,4,88
COc1ccc(C2C(C(=O)NCCN3CCOCC3)c3ccccc3C(=O)N2C)cc1OC (stereo not drawn),4,4,87,99,100,-22,-32,-3,92
Cc1nc(-c2cccc(N)c2)cs1,-7,8,92,100,144[fluorescence artefact?],-6,-1,3,103
CC(Sc1ccccn1)C(=O)Nc1ccccc1 (stereo not drawn),-9,3,100,86,87,-7,-11,9,100
C=CCNc1sc(C(=O)c2ccc(Br)s2)c(N)c1C#N,11,2,112,104,118[fluorescence artefact?],14,-2,9,105
CCn1c(SCc2nnc(-c3ccccc3)o2)nnc1-c1ccc(S(=O)(=O)N2CCCC2)cc1,-9,2,91,96,91[fluorescence artefact?],0[fluorescence artefact?],5[fluorescence artefact?],5,98
CC1=C(C(=O)N2CCCCC2)C2(CCC(C)CC2)OC1=O (stereo not drawn),2,8,94,100,98,-1,3,8,92
CCOc1ccc2nc(NC(=O)COC)sc2c1,-12,4,98,83,102,8,2,nt,94
CC(=O)NCCn1ccc2ccccc21,7,6,91,91,114[fluorescence artefact?],-9,-2,-8,99
COc1ccc(-c2nc(-c3ccccc3)c(-c3cc([N+](=O)[O-])ccc3C)[nH]2)cc1O,4,9,55,61,68[fluorescence artefact?],4,1,1,97
CCN(CC)S(=O)(=O)c1ccc(N2CCCC2)c(C(=O)OCC(=O)/C(C#N)=C(\C)N)c1,-1,7,70,67,72,9,4,-6,77
COc1ccc(CCN2CNc3c(c(=O)n(C)c(=O)n3C)C2)cc1OC,2,5,102,103,117,-3[fluorescence artefact?],-13,-5,92
Cc1ccnc(N2C(=O)c3ccccc3C2O)c1 (stereo not drawn),1,-2,72,83,101,-8,-5,5,84
CCOC(=O)C1(CC)NC(c2ccco2)C2C(=O)N(C)C(=O)C21 (stereo not drawn),7,6,92,93,123[fluorescence artefact?],-7,-5,1,104
CNC(=O)NC(=O)COC(=O)CCCOc1ccc(OC)cc1,-7,7,92,86,112,-3,-5,-1,nt
COC(=O)c1sccc1NC(=S)N1CC(C)CC(C)C1 (stereo not drawn),22,0,93,98,103,1,1,6,97
CCOC(=O)c1ccc(N=c2sc(C(=O)OC)cc(=O)n2Cc2ccc3c(c2)OCO3)cc1,5,12,33*,82,104,4,-1,-5,96
COc1ccc(CCC(=O)Nc2cc(Cl)ccc2OC)cc1,1,3,24*,82,81,-5,3,-4,91
CCC(C(=O)NC1CCCCC1)N(CC1CCCO1)C(=O)CNS(=O)(=O)c1ccc(OC)cc1 (stereo not drawn),0,nt,76,103,136,-7,0,2,101
CCOC(=O)C1CCCN(C(=O)c2cc3c(C)nc4ccccc4c3o2)C1 (stereo not drawn),5,7,43,90,106[fluorescence artefact?],3,4,-7,100
CCOc1ccc(Nc2cc(=O)oc3ccccc23)cc1,-6,9,55,76,256*,11[fluorescence artefact?],-5[fluorescence artefact?],1,95
CCN(CC(=O)NCc1cccs1)S(=O)(=O)c1ccc(C(C)C)cc1,8[fluorescence artefact?],8,58,117,106,-10,-4,-5,102
COC(=O)c1cc2occc2n1Cc1c(F)cccc1Cl,7,1,102,95,93,-1,-2,-6,93
COCCCNC(=O)CSc1nc2ccccc2c(=O)n1CCCC(=O)NCC1CCCO1 (stereo not drawn),1,8,93,91,87,1,9,5,84
c1ccc(-c2c(-c3ccccc3)n(Cc3ccco3)c3ncnc(NCCCn4ccnc4)c23)cc1,8,4,9.1*,44,47,0,14,2,86
Cc1ccc(C)c(N2CC(=O)N(c3cc(C)ccc3C)CC2=O)c1,5,2,119,106,95,20,-1,16,94
Cc1ccc(N=C2C(=S)N(c3ccc(C)cc3)C(=N)N2/N=C/c2ccc(Cl)cc2)cc1,-7,1,2.7*,75,93,-2,-7[fluorescence artefact?],0,85
O=C(CCn1nnc2ccccc21)Nc1nnc(Cc2ccccc2)s1,3,4,76,96,94,20,48,1,101
O=C(c1ccccc1)c1ccc(OCC(O)CN2CCCCC2)cc1 (stereo not drawn),9,2,76,100,111,-2,1,10,103
S=c1[nH]nc(Cc2sc(-c3ccccc3)nc2-c2ccccc2)o1,-3,4,89,76,109,0[fluorescence artefact?],-2[fluorescence artefact?],16,109
COc1ccc(-c2nc(CSCC(=O)NC3CCCc4ccccc43)c(C)o2)cc1OC (stereo not drawn),16,2,73,109,101,-4,1,-1,95

# Of the compounds above, these contain a halogen:
SMILES,Smad3 inh,Candida biofilm,H69AR growth 86K,HUVEC inhibit,ERa SRC1 pot,ERb coact inh,ERa SRC1 inh,sEH act,Fibroblast inh
COC(=O)c1ccccc1Sc1c(/C=N/OCc2ccc(Cl)cc2)c(C(F)(F)F)nn1C,1,-2,79,81,83,-1,-4,0,93
Cn1c(=O)cc(SCC(=O)NCCN2CCN(c3ccccc3F)CC2)c2cc(Cl)ccc21,37[fluorescence artefact?],9,67,73,92,-8,5,-21,94
O=C(CSc1nnc(-c2ccc(Cl)cc2Cl)n1C1CCCCC1)NC1CCS(=O)(=O)C1 (stereo not drawn),1,6,91,93,113,-8,10,-11,98
CCn1c(CNc2ccc(F)cc2)nnc1SCCN1CCCCC1,-5,-2,98,94,104,-2[fluorescence artefact?],-6,14,100
Fc1ccccc1-c1nc(N2CCCCC2)c2ccccc2n1,5,-4,68,96,78,-8,-6,nt,89
CCOC(=O)C(C)Oc1ccc(C2NC(=O)NC(C)=C2C(C)=O)cc1Br (stereo not drawn),-6,14,90,76,96,-3,-1,-9,90
O=C(c1ccc(S(=O)(=O)N2CCOCC2)cc1)N(c1ccc(F)cc1)C1C=CS(=O)(=O)C1 (stereo not drawn),7,7,98,106,94,3,-2,23,107
Cn1c(SCCOc2ccc(Cl)cc2)nnc1-c1ccncc1,0,5,90,104,96,2[fluorescence artefact?],3[fluorescence artefact?],-5,96
C=CCNc1sc(C(=O)c2ccc(Br)s2)c(N)c1C#N,11,2,112,104,118[fluorescence artefact?],14,-2,9,105
COc1ccc(CCC(=O)Nc2cc(Cl)ccc2OC)cc1,1,3,24*,82,81,-5,3,-4,91
COC(=O)c1cc2occc2n1Cc1c(F)cccc1Cl,7,1,102,95,93,-1,-2,-6,93
Cc1ccc(N=C2C(=S)N(c3ccc(C)cc3)C(=N)N2/N=C/c2ccc(Cl)cc2)cc1,-7,1,2.7*,75,93,-2,-7[fluorescence artefact?],0,85

# Source: PubChem BioAssay
